# Source: PubChem BioAssay
# DSG3 Ab inh: blocks pemphigus antibody binding to human desmoglein-3 | P32926 | DSG3-coupled beads, scFv-anti-DSG3-GFP binding, flow cytometry; active compounds read low | binding (percent of control), % at 10 µM | 0.48% of 310,000 active | AID 588358;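 active = binding more than 3 SD below its plate's average and above zero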;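 note: hits lower antibody fragment binding to DSG3; some compounds called inactive have numbers as strong as hits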
# Arrestin-AP2 inh: human beta-arrestin and AP2 interaction inhibition; FITC-arrestin peptide / GST-AP2 beads, flow cytometry; AP2 beta2 appendage carries R879A mutation; inhibition, % at 10 µM; 0.31% of 340,000 active; AID 504490;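 active = inhibition above a set limit, near 3 SD of compounds lacking own fluorescence, cut at about 54% in these data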;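 note: plate controls were DMSO wells for no effect and 5 µM unlabelled arrestin peptide for full effect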
#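 Test system: GST-tagged AP2 beta2-adaptin appendage (R879A) on 4 µm glutathione beads; also added: fluorescein-tagged arrestin peptide at 50 nM final; timing: 12 min plus 1 h, RT; signal: flow cytometry, FL1 (488/535 nm); read-out: percent drop in bead-associated FITC signal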
# cardiac RTF act: increases calcium sensitivity of human cardiac regulated thin filaments. activation, % at 7.2 µM. 0.24% of 340,000 active. IANBD-labeled TnC RTF fluorescence at EC20 calcium; 0% EC20 calcium, 100% full calcium. AID 493008. P19429+P45379;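 active = activation above the mean over all tested compounds plus 3 SD, cut at about 30% in these data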;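 note: rise in fluorescence read as greater calcium sensitivity of cardiac thin filaments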
# Keap1-Nrf2 PPI: Keap1-Nrf2 (human) interaction inhibition. Keap1 Kelch-Nrf2 peptide fluorescence polarization, 1536-well. inhibition, % at 9.4 µM. 0.15% of 340,000 active. AID 504523; in the data active = inhibition above about 12%;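 note: human Keap1 Kelch domain with fluorescein labeled Nrf2 9mer peptide probe; 0% = neutral control wells and 100% = peptide positive control; higher means more block of Keap1 binding to Nrf2 peptide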
# Target sequence (Q14145 whole entry, looked up, the tested form may be a part): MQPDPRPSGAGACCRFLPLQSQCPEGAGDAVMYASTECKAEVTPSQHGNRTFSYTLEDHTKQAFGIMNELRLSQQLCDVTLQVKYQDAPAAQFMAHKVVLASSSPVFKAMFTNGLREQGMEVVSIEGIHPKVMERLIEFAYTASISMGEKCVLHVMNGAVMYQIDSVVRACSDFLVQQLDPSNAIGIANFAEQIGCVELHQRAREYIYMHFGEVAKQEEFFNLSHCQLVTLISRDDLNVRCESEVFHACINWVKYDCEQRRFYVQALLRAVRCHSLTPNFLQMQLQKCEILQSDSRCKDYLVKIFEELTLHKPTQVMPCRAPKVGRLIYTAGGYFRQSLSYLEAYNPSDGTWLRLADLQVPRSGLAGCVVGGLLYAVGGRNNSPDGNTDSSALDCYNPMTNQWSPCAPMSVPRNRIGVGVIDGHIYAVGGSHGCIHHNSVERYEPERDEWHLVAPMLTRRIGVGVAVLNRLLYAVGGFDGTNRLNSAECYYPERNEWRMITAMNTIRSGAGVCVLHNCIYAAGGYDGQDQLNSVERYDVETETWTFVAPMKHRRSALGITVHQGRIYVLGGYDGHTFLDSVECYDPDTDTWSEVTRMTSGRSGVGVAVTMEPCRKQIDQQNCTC
# C-LANA FP: blocks KSHV LANA C-terminal domain binding to DNA. MBP-C-LANA/FAM-LBS DNA binding, fluorescence polarization. 0.078% of 340,000 active. AID 504423. inhibition, % at 9 µM;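 active = highest replicate inhibition at or above 60% at 9 µM, even if other replicates fall short; inactive = all replicates below 60% inhibition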;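 note: 0% = neutral control wells and 100% = 4 µM acridine orange control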
# V-ATPase pH: regulators of yeast V-ATPase proton transport; 0.37% of 350,000 active; response, % at 10 µM; S. cerevisiae, pHLuorin cytosolic pH fluorescence; AID 504577; in the data active = response mostly above about 7.3%, no sharp cut-off; inactive = mostly below about 5.4%; note: actives read high; inactives centre near 0; some compounds called inactive have numbers as strong as hits; reference of the scale not given here
# Wnt act: Wnt/beta-catenin pathway activation | AID 743398 | activation, % at 9.35 µM | 1.2% of 300,000 active | Wnt/beta-catenin reporter cell assay, activator, plate reader; in the data active = activation above about 30%, passing the limit was not always enough;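 note: 0% = neutral control wells and 100% = positive control wells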
# OPRM1-OPRD1 ag: agonists of human mu-delta opioid receptor heterodimerization; P35372+P41143; cells, OPRM1-OPRD1 heterodimerization, luminescence; activation, % at 9.3 µM; 0.3% of 340,000 active; AID 504326; in the data active = activation above about 18%;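 note: 0% = vehicle-treated cells and 100% = reference agonist; values of inactives mirror those of a sister screen read the other way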
# OPRM1-OPRD1 inv: inverse agonist of human OPRM1-OPRD1 heterodimerization. P35372+P41143. 0.21% of 340,000 active. cell-based MOR-DOR heterodimer luminescence, inverse agonism. inhibition, % at 9.3 µM. AID 504357; in the data active = inhibition above about 22%, passing the limit was not always enough;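 note: 0% = cells with DMSO and 100% = wells without cells with DMSO; values of inactives mirror those of a sister screen read the other way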
# Cardiac RTF inh: cardiac RTF calcium desensitization | IANBD-labeled cardiac RTF, Ca2+ fluorescence | inhibition, % at 7.15 µM | 0.12% of 340,000 active | AID 493244;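 active = inhibition above the mean inhibition of all tested compounds plus 3 SD, cut at about 17% in these data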;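 note: assay run at fixed EC70 calcium of 1.6 mM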
# Starred values were filed as active, the others as inactive; . = no result given.
# Sequence of screens – DSG3 Ab inh	Arrestin-AP2 inh	cardiac RTF act	Keap1-Nrf2 PPI	C-LANA FP	V-ATPase pH	Wnt act	OPRM1-OPRD1 ag	OPRM1-OPRD1 inv	Cardiac RTF inh
COc1ccc(S(=O)(=O)N2CCN(CC(=O)Nc3cc(C(F)(F)F)ccc3Cl)CC2)cc1
 : 106.8	-10.9	-1.2	-1.5	0.5	0.8	.	-0.4	2.0	4.3
O=C(Nc1ccc2c(c1)S(=O)(=O)N=C1CCCCCN12)c1ccccc1Cl
 : 100.7	3.9	-7.7	-0.6	3.1	0.9	0.3	-0.2	1.2	2.6
S=c1[nH]nc(COc2ccccc2)n1/N=C/c1ccccc1Cl
 : 104.9	-1.8	2.1	-3.5	-26.0	9.8	-1.9	5.3	-25.4	-6.4
O=C(Cc1ccccc1F)NNC(=O)c1cccs1
 : 112.8	-8.8	12.9	-5.9	-0.9	7.0	4.2	-2.5	13.1	1.0
CN1/C(=C\C(=O)c2cccc(S(=O)(=O)N3CCCCC3)c2)C(C)(C)c2ccccc21
 : 82.1	7.5	-3.3	0.9	0.7	-1.4	-6.9	-0.2	1.2	4.3
COc1ccc2nc(-n3c(C)ccc3C)sc2c1
 : 109.5	11.0	10.4	-0.6	0.3	5.5	-2.9	1.9	-10.6	-5.1
Cc1nonc1C(=O)N/N=C/c1ccc(O)cc1O
 : 97.6	3.8	5.5	-3.2	-0.6	-1.2	17.4	0.5	-2.6	0.1
COCCCNC(=O)/C=C/c1ccc(Cl)cc1Cl
 : .	18.2	-7.3	-3.1	1.2	1.0	18.3	-0.8	5.1	2.7
Cc1nnnn1CC(=O)Nc1ccccc1[N+](=O)[O-]
 : .	-0.7	-7.2	1.3	0.0	-1.2	2.3	-0.9	4.9	4.3
COc1cc(O)c2c(=O)c3c(O)c(O)ccc3oc2c1OC
 : 101.2	19.9	-1.2	2.3	2.8	-3.2	.	7.5	-38.0	-14.9
CCOC(=O)c1sc(Nc2ccc(OCC)cc2)nc1C
 : 99.5	15.2	10.7	-1.2	-0.9	-2.5	1.4	2.1	-11.0	-6.5
Cc1ccc(C(=O)NCc2cccnc2)cc1S(=O)(=O)N1CCCCCC1
 : 112.2	-7.0	1.4	-5.6	-0.6	-0.3	-1.7	-1.0	4.0	-6.0
CCOCCCNC(=O)c1cc(Sc2ccc(F)cc2)nc2ccccc12
 : 90.3	7.8	-0.9	1.3	0.6	2.6	-1.2	0.5	-2.8	-2.1
N#Cc1ccc(COC(=O)c2cnc(Cl)c(Cl)c2)cc1
 : 97.7	-5.8	-2.0	-1.2	-3.5	1.2	-1.4	2.3	-12.1	-24.5
Cc1cc(C)n(-c2nnc3n2N=C(c2c[nH]c4ccccc24)CS3)n1
 : 109.1	7.4	-1.9	0.8	-1.2	0.5	.	-1.7	9.7	1.6
O=C(Cc1coc(-c2ccc(F)cc2)n1)N1CCOCC1
 : 107.5	10.8	5.0	-3.3	-0.6	-2.6	.	-2.2	12.6	-25.1
Nc1ccc(S(=O)(=O)Nc2cnc3c(Cl)cccc3n2)cc1
 : 98.0	11.1	-1.7	0.8	-1.5	1.9	0.2	-3.5	15.6	-0.2
Cc1cc(C)c(C)c(S(=O)(=O)Nc2ccc(OCC(=O)O)cc2)c1C
 : .	-4.9	3.0	7.5	-3.7	-2.0	-0.5	1.4	-7.8	-15.5
O=C(CCCCCN1C(=O)CCC1=O)NCc1ccccc1
 : 102.4	27.6	-6.1	1.6	-2.0	0.4	.	-2.4	12.2	0.4
Cc1ccc(-n2c(SCC(=O)Nc3ccc4c(c3)OCO4)nnc2-c2ccccn2)cc1
 : 101.2	-12.5	0.0	-2.0	0.3	-1.5	.	-0.6	3.1	-1.4
CN(C)CCCN1C(=O)c2cccc3c([N+](=O)[O-])ccc(c23)C1=O
 : 95.3	18.2	24.2	8.1	12.3	-6.9	-23.9	2.8	-14.4	-27.5
COc1ccc(OCc2cc(C(=O)N3CCCC(CO)C3)no2)c2ccccc12 (centres undefined)
 : 104.3	-8.8	-3.9	-0.5	0.9	-2.0	32.7*	4.5	-14.6	-4.1
CCS(=O)(=O)Nc1ccc(C2=NN(C(=S)Nc3ccccc3)C(c3ccco3)C2)cc1 (centres undefined)
 : 97.8	.	-5.5	-4.2	0.3	-0.3	.	-0.1	0.8	-20.0
N#C/C(=C(/O)COC(=O)c1ccccc1O)c1nc2ccccc2s1
 : 105.8	8.7	16.1	-1.1	-1.4	-4.4	-1.5	0.3	-2.0	-19.6
Cc1cccc(C)c1NC(=O)CN1CCN(CC(=O)c2cc(C)n(C3CC3)c2C)CC1
 : .	-8.0	-3.1	-1.3	0.9	3.6	-1.7	-2.1	8.8	-3.5
CCOc1ccc(Br)cc1-c1noc(-c2cccs2)n1
 : 84.8	6.5	2.0	-2.4	2.1	0.4	-2.4	2.9	-12.2	-8.1
O=C(Cn1cccc1)NC1CCCCCC1
 : 100.9	-6.1	1.1	-6.8	0.5	-3.3	.	-0.4	1.9	0.8
Cc1nn(CC(=O)Nc2cc(S(=O)(=O)N3CCOCC3)ccc2Cl)c(C)c1[N+](=O)[O-]
 : .	-1.2	1.6	-0.4	-0.9	5.8	-3.5	-3.5	13.7	-1.6
COc1ccc(/C=C/C(=O)c2ccccn2)cc1
 : 103.7	-14.8	4.8	-1.9	1.5	0.4	74.9*	1.9	-9.7	-10.8
CCn1cc(-c2n[nH]c(=S)n2-c2ccc(C)cc2Br)c(=O)c2ccc(C)nc21
 : 96.2	2.2	0.3	-8.6	-0.4	2.1	0.9	-2.5	12.6	-6.2
O=C(CSc1nc2ccccc2s1)NNC(=S)Nc1ccc(Br)cc1
 : 102.4	-10.9	-3.5	-1.2	-0.8	3.5	.	-2.6	15.7	1.2
COc1ccc(CNC(=O)C2(CC3CC(c4ccccc4)=NO3)CCN(C(=O)Cc3ccc(F)cc3)CC2)cc1 (centres undefined)
 : 103.4	2.6	5.2	-1.5	-1.1	5.7	-4.8	-1.3	7.2	1.2
Nn1c(SCC(=O)NC2CCCCC2)nnc1C1CC1
 : .	-2.4	-8.2	0.6	2.6	-4.5	-1.4	1.2	-7.3	7.2
COc1ccc(Cl)cc1NC(=S)NNC(=O)c1cccs1
 : 98.4	21.1	3.5	-0.1	1.6	-0.3	-1.3	-3.8	19.4	-6.4
O=C(CN1CCN(Cc2ccc3c(c2)OCO3)CC1)c1c[nH]c2ccccc12
 : 100.6	-0.3	0.6	1.6	0.1	-0.1	.	-0.6	3.0	-2.9
CC(C)C(=O)Nc1ccc(NC(=O)c2ccco2)cn1
 : 100.3	1.0	8.7	-5.4	0.9	1.5	0.0	-1.2	7.0	-1.6
O=c1[nH]c(=O)n(CCc2ccc(F)cc2)c(O)c1C=NCc1ccc2c(c1)OCO2
 : .	19.2	2.2	-2.7	-1.2	3.4	.	-2.0	10.4	-5.5
CC(=O)NCCNC(=O)[C@H](Cc1ccccc1)NC(=O)c1cccs1
 : 99.0	2.2	0.5	-2.4	-0.3	-0.5	-3.5	-0.1	0.4	-6.6
COC(=O)c1ccc(NC(=S)NC(=O)c2c(-c3ccccc3)noc2C)cc1
 : 114.2	21.9	-1.6	8.9	-5.5	-2.2	-0.7	-2.0	10.7	2.8
CCCn1cnc2c(=S)nc(N)[nH]c21
 : 100.8	22.6	-1.2	-1.7	1.6	-0.8	5.5	-1.4	7.7	6.3
CN(CC(=O)Nc1ccc(F)cc1)CC(=O)N1CCCC1
 : 104.2	26.1	-3.2	2.8	0.4	-0.3	2.8	-1.4	5.6	0.7
N=c1c(C(=O)NCc2ccc(F)cc2)cc2c(=O)n3ccccc3nc2n1CC1CCCO1 (centres undefined)
 : 115.2	2.1	-7.4	-2.2	0.7	-2.1	.	-2.6	12.6	-23.7
O=C(COC(=O)c1ccccc1Nc1ccccc1)NCc1ccco1
 : 66.6	23.6	2.1	-2.2	-1.1	-0.7	-2.0	-0.9	5.0	3.8
O=C(c1ccc(Cn2c(=O)[nH]c3ccccc3c2=O)cc1)N1CCN(c2ccc(F)cc2)CC1
 : .	3.1	-3.7	-4.2	0.1	1.6	-3.8	1.8	-10.5	-11.5
CSc1ccc(CN(C)C(=O)c2ccc(S(=O)(=O)Nc3ccccc3)cc2)cc1
 : 109.1	5.5	-15.8	-1.1	-0.7	-2.2	-1.1	3.3	-21.1	-2.6
CN(C(=O)c1ccc(NC(=O)Cc2ccc(NC(=O)C3CCN(C(=O)C4CCCC4)CC3)cc2)cc1)C1CC1
 : 107.8	34.4	-4.7	-3.5	0.4	-0.3	-2.2	0.1	-0.4	0.3
Cc1ccc(-c2ccc(S(=O)(=O)NCc3ccco3)cc2)cc1
 : 96.1	-2.6	0.0	-2.9	0.9	0.7	-1.8	-0.1	0.5	-8.9
Cc1ccnc(SCCn2c(N3CCCCC3)nc3c2c(=O)n(C)c(=O)n3C)n1
 : 98.6	-5.0	2.9	-2.5	-0.2	-3.0	-0.1	2.0	-10.8	-5.3
OCCn1ccc(-c2ccccc2OCc2ccc(F)cc2)n1
 : 106.2	-2.1	3.0	1.9	-6.2	-1.4	-0.5	-0.8	3.6	-8.8
O=S(=O)(Nc1ccc(N2CCOCC2)cc1)c1ccccc1
 : 105.4	5.3	-1.5	0.0	0.5	-1.2	.	-2.5	12.8	-1.3
Cc1ccccc1N1CCN(Cc2c(C#N)c3ccccc3n2C)CC1
 : 103.1	16.3	3.6	-1.1	0.4	0.0	.	4.1	-21.9	-0.8
COc1cccc(NC(=O)CCNS(=O)(=O)c2cccc3nonc23)c1
 : .	3.2	5.8	-2.6	0.8	-0.8	-2.4	-1.1	7.3	-16.8
Cn1nc(C(=O)O)c(=O)n(C)c1=O
 : 110.7	-0.7	3.9	1.4	0.9	-2.2	-1.3	-2.1	11.1	-4.4
CCn1c2ccccc2c2n[nH]c(=S)nc21
 : 125.8	-3.2	1.1	-7.8	5.2	-75.7	0.5	-4.7	21.0	3.1
O=C(Nc1cccc(Cl)c1N1CCOCC1)c1ccco1
 : 104.3	18.5	-0.1	0.1	-0.1	-3.3	-2.6	-0.2	1.4	-1.6
Oc1ccc(Br)cc1C1Nc2ccccc2S1 (centres undefined)
 : 111.2	25.8	3.6	-3.5	-0.9	-2.4	9.5	-1.1	4.9	-10.4
O=C(Nc1nnc(CCc2ccccc2)s1)C1CCCO1 (centres undefined)
 : 101.4	6.8	-1.7	0.1	0.7	.	14.6	0.1	-0.8	-6.5
O=C(CSc1nnc(CNc2ccccc2)o1)N1CCCc2ccccc21
 : 99.8	2.7	2.4	-3.7	0.5	-2.2	.	-0.2	1.3	-14.7
